EPAC2 antag = blocks human EPAC2 exchange factor; EPAC2 GEF exchange of Rap1B-BODIPY-GDP, fluorescence; Potency, µM (series often up to 114 µM), for the others: at the top dose activity, negative = inhibition, usual class: inhibitors; hit rate 0.18% among 360,000; Q8WZA2; note: potency is the fitted concentration of half-maximal effect; % is set by controls: 0 for no effect and ±100 for the full control effect; nearly all actives have a fitted effect of over 45% in size; many of its hits are not listed in these tables
Target sequence (Q8WZA2 whole entry, looked up): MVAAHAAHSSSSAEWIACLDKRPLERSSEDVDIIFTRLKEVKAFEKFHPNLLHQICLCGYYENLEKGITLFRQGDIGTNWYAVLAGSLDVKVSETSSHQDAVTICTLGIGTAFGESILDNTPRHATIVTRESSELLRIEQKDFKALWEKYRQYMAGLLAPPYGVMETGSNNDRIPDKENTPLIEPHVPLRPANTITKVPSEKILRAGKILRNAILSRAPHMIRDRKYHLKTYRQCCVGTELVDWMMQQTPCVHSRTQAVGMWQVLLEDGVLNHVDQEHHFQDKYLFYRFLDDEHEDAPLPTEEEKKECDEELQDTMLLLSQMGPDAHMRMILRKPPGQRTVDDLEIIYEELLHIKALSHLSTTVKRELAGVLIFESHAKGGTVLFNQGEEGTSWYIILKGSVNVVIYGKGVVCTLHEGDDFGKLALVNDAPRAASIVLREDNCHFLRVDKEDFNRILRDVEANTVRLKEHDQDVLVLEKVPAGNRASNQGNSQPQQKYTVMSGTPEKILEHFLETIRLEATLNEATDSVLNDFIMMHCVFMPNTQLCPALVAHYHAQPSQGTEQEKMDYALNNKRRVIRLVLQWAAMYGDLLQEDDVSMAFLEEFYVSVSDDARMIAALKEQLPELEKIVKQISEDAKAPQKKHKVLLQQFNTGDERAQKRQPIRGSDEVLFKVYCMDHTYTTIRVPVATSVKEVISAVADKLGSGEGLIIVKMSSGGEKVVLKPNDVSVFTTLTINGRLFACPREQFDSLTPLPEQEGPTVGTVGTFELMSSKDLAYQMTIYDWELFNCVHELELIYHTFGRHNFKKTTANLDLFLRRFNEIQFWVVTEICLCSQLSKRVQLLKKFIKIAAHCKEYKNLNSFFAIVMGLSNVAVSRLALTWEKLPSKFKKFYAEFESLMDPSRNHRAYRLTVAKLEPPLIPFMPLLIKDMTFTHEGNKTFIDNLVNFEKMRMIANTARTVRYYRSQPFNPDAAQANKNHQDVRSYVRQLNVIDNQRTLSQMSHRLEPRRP
EPAC2 agonist = activates human EPAC2 exchange factor. Potency, µM (top dose mostly 154 µM), for inactives: at the highest dose activation, most hits filed as activators. AID 720711. Q8WZA2. EPAC2 activation, biochemical qHTS; response scale: 100% = 6.5 mM cAMP response. hit rate 0.079% among 360,000; note: potency is the fitted concentration of half-maximal effect; nearly all actives have a fitted effect of over 50% in size
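Each well held 100 nM EPAC2, 250 nM RAP1B-BODIPY-GDP and 50 uM GDP. Fluorescence, read at 5-min intervals to 30 min, was referenced to a 6.5 mM cAMP positive control.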
A549 viability = A549 cytotoxicity, counter-screen for Nrf2 inhibitors; A549 ARE-Fluc cells, CellTiter-Fluor viability, 18-24 h; AID 504648; Potency, µM (titrated, usually from 46 µM), without a hit: top-dose activity change, negative = cytotoxicity, usual class: inhibitors; hit rate 0.16% among 390,000; note: potency is the fitted concentration of half-maximal effect; % is set by controls: 0 for no effect and ±100 for the full control effect
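Cytotoxicity counterscreen: CellTiter-Fluor fluorescence was measured in A549 ARE_Fluc cells after 18-24 h of compound exposure in a concentration series. The subsequent BugLite luminescent read reports ARE-luciferase activity.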
Akt phos inh = Akt phosphorylation inhibition; AID 651550; activity change, % for hits at 50 µM; hit rate 0.32% among 360,000; Neuro2A IGF-stimulated pAkt S473 HTRF, 20 min; stronger effect = lower value; in the data active = activity change below about -80%; inconclusive = mostly about -51% to -80%; note: % is set by controls: 0 for no effect and ±100 for the full control effect
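Neuro2A cells (4,500/well, DMEM with 0.5% FBS) were treated with compound at a single 50 µM final concentration, stimulated with 6 nM IGF for 20 min at 37 °C, and lysed. Phospho-Akt Ser473 was read by HTRF as 665/615 ratio ×10^4.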
CCT modulator = modulators of cytosolic chaperonin (CCT/TRiC) activity; purified chaperonin ATPase assay, HTRF ADP detection, 30 min; activity change, % (test concentration not listed), hits read low; hit rate 0.3% among 360,000; in the data active = activity change below about -30%; note: % is set by controls: 0 for no effect and ±100 for the full control effect
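Nucleotide hydrolysis assay: TRiC at 20–40 nM final (set by batch activity) with 10 uM ATP, 30 min at 37 °C, in presence of 76 uM compound. Detection by competitive ADP HTRF, 30 min ambient.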
Nrf2 block = blocks Nrf2 signaling; A549 ARE-Fluc reporter, luciferase luminescence, 18-24 h; Potency, µM (series often up to 46 µM), inactives show top-dose activity change, negative = inhibition, actives largely listed as inhibitors; hit rate 2.1% among 360,000; AID 504444; note: potency is the fitted concentration of half-maximal effect; % is set by controls: 0 for no effect and ±100 for the full control effect; nearly all actives have a fitted effect of over 60% in size
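Nrf2 activity is the BugLite luminescence, read 15 min after reagent at room temperature, following CellTiter-Fluor cytotoxicity readout (30 min, 37C). Compound titrations were applied for 18-24 h to 5000 A549 ARE_Fluc cells/well in 5% FBS OPTI-MEM.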
TGFb SMAD3 inh = inhibitors of TGF-b signaling; hit rate 1.2% among 410,000; HepG2 CAGA-GFP TGF-b/SMAD3 reporter, GFP fluorescence, 18 h; TGF-beta stimulated, 500 pg/mL final; AID 588855; Potency, µM (titrated, usually from 46.1 µM), for inactives: at the highest dose activity, negative = inhibition, usual class: inhibitors; note: potency is the fitted concentration of half-maximal effect; % is set by controls: 0 for no effect and ±100 for the full control effect; nearly all actives have a fitted effect of over 65% in size
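Using HEPG2 CAGA-GFP reporter cells at 1000 cells/well, we pinned test compounds, stimulated with recombinant TGF-beta (500 pg/mL final) and measured total well GFP after 18 h.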
Nrf2 activator = activates Nrf2 signaling. AREc32 ARE-luciferase reporter (MCF7-derived line), luminescence, 24 h. Potency, µM (titrated, usually from 46.1 µM), without a hit: at the top dose activation, hits mostly activators. hit rate 0.31% among 410,000; note: potency is the fitted concentration of half-maximal effect; % of control where 0% means no effect; nearly all actives have a fitted effect of over 65% in size
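Reporter line AREc32 (ARE-Fluc), seeded overnight in OPTI-MEM with 5% FBS; compound pin-transferred, 24 hr at 37 deg C, 5% CO2; luminescent read-out.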
MmCpn inh = M. maripaludis TRiC chaperonin inhibition; Potency, µM (series often up to 76.9 µM), without a hit: top-dose activity, negative = inhibition, usual class: inhibitors; AID 504842; hit rate 0.031% among 330,000; purified Mm-Cpn ATPase, ADP Transcreener TR-FRET; note: potency is the fitted concentration of half-maximal effect; % is set by controls: 0 for no effect and ±100 for the full control effect; nearly all actives have a fitted effect of over 80% in size
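25 nM Mm-CPN + cpd, 10 min 37°C; + 10 uM ATP, 30 min 37°C; buffer 30 mM Tris pH 7.4, 100 mM KCl, 5 mM MgCl2, 1 mM DTT; Transcreener ADP HTRF detection 30 min RT.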
Active calls of the source: *; i = inactive; ? = inconclusive; / = not tested or not shown; [ ] = remark or other dose. Unless noted, calls come from the whole dose curve; as a rule, active = well fitted curve in the direction sought with a large enough effect; inconclusive = small, poorly fitted or top-dose-only effect, or another doubt; inactive = no such curve, though single readings can be large; an effect the other way counts as inactive or inconclusive.

SMILES	EPAC2 antag	EPAC2 agonist	A549 viability	Akt phos inh	CCT modulator	Nrf2 block	TGFb SMAD3 inh	Nrf2 activator	MmCpn inh
COCCCN(CC(=O)NCc1ccccc1)S(=O)(=O)c1ccc(C)cc1	-7%	13%	0%	i	-2.2	0%	-6%	6.7%	0%
O=C(c1coc(=O)c(Br)c1)N1CCOCC1	1%	0%[15.6 µM]	-2%	/	-0.5	28%	3%	?	0%
Cc1cccc(C)c1NC(=O)CN(C)C(=O)c1ccc(OCc2ccccc2)cc1	-6%	-5%	/	i	0.9	/	7%	0.6%	/
COCCn1c(SCC(=O)N2CCOCC2)nnc1-c1ccco1	0%	9%	-1%	i	-1.6	1%	-2%	-0.5%	1%
Brc1ccsc1-c1csc(-c2ccncc2)n1	-17%	15%	-2%	i	1.5	19%	-10%	13µM*	-10%
O=C(COC(=O)C1CC2C=CC1C2)NCc1ccccc1Cl (centres undefined)	4%	-4%	2%	i	2.9	-3%	-2%	0.0%	1%
COc1cccc(-c2cc3nc(NCCCN(C)C)n(C)c(=O)c3s2)c1	16%	8%	/	i	0.8	/	?	14%	/
C=CCSc1nc(N)c(C(=O)Nc2ccccc2C)cc1C(N)=O	-1%	-2%	1%	i	0.4	/	9%	5.1%	-4%
CC(=O)Nc1ccc(NC(=O)C(C)OC(=O)CCc2nc3ccccc3s2)cc1 (centres undefined)	0%	2%	-4%	i	0.2	-1%	3%	0.2%	1%
Cc1ccc(C(=O)Nc2ccccc2N2CCCCC2)o1	?	7%	16%	i	-1.4	6%	-14%	0.7%	0%

Next structures follow:
SMILES	EPAC2 antag	EPAC2 agonist	A549 viability	Akt phos inh	CCT modulator	Nrf2 block	TGFb SMAD3 inh	Nrf2 activator	MmCpn inh
CCOC(=O)c1cc(Sc2ccccc2N)cc(C(=O)OCC)n1	-2%	-2%	-2%	i	0.4	14%	-1%	0.3%	2%
CSc1ccc(CN(C)C(C)C(=O)NCC2CCCCC2)cc1 (centres undefined)	-13%	4%	2%	i	1.8	-4%	-21%	0.0%	-2%
Cc1ccc(CNC(=O)Nc2ccccc2)n1C	-2%	5%	-7%	i	-0.8	?	5%	-0.2%	-1%
Cc1ccc(NC(=O)C(c2ccccc2)N2CCN(C(=O)c3ccco3)CC2)cc1 (centres undefined)	4%	7%	0%	i	-2.7	13%	7%	-0.5%	3%
O=C(NC(C(=O)c1ccccc1)n1ccc(=O)[nH]c1=O)c1ccccc1 (centres undefined)	5%	-2%	-3%	i	-0.3	3%	5%	-0.1%	1%
CCc1ccccc1NC(=O)Nc1nnc(N(CC)c2ccccc2)s1	/	/	0%	/	/	?	?	0.3%	/
COc1ccc(C2C(C(=O)c3cccs3)=C(O)C(=O)N2c2cccc(C)n2)cc1OC (centres undefined)	-1%	8%	-12%	i	0.4	5%	15%	3.2%	0%
Cc1cc(C)c(NN=c2c(=O)c3ccccc3c2=O)c(C)c1	-1%	1%	2%	i	1.0	?	22%	3.0%	0%
CCOC(=O)c1sc(NC(=O)CN2C(=O)NC3(CCC(C)CC3)C2=O)c(C(=O)OCC)c1C (centres undefined)	-14%	-7%	5%	i	3.2	3%	-11%	-1.0%	-4%
NC(=O)c1oc2ccc(Cl)cc2c1N	-3%	-7%	-16%	i	10	?	-5%	0.5%	0%

Next part.
SMILES	EPAC2 antag	EPAC2 agonist	A549 viability	Akt phos inh	CCT modulator	Nrf2 block	TGFb SMAD3 inh	Nrf2 activator	MmCpn inh
CCCc1nc2cc(C)c(Br)c(C)n2c1Cc1ccsc1	-18%	7%	/	i	-0.4	/	/	12%	/
COCOc1ccc(-c2ncc(OC)nc2NC(=O)c2cc(C)oc2C)cc1	6%	7%	/	i	-0.8	/	0%	-0.5%[9.22 µM]	/
COc1ccccc1C(=O)N1N=C(c2ccc(NS(C)(=O)=O)cc2)CC1c1cccs1 (centres undefined)	-11%	3%	0%	i	3.2	-12%	2%	5.0%	-2%
Cc1ccc(Sc2ncccc2COC(=O)NC(C)C)cc1	-5%	2%	-2%	i	-1.5	28%	9%	2.7%	3%
Cc1n[nH]c(C)c1C(=O)CC1(O)C(=O)N(Cc2ccccc2)c2ccc(Br)cc21 (centres undefined)	-18%	0%	-8%	i	-2.5	-19%	-1%	-0.6%	-1%
CCCc1nc2oc3c(NCC4CCCO4)ncnc3c2c2c1COC(C)(C)C2 (centres undefined)	3%	-6%	0%	i	1.3	5%	30%	0.0%	-1%
COC(=O)C12CCC(C)(c3nc4ccccc4nc31)C2(C)C (centres undefined)	-5%	10%	1%	i	-3.9	-2%	-22%	-0.7%	0%
O=C(COc1ccccc1)Nc1ccc(S(=O)(=O)N2CCCC2)cc1	14%	17%	0%	i	-1.7	-22%	5%	0.3%	-1%
CC(C)(C)C(=O)Nc1ccc(Oc2ccc3c(c2)C(=O)N(c2ccc(O)cc2)C3=O)cc1	-8%	5%	-7%	i	-6.6	-15%	11%	0.4%	-3%
CC1CCC(NC(=O)C2c3ccccc3C(=O)N2CCCN2CCOCC2)CC1 (centres undefined)	-3%	7%	2%	i	-1.8	3%	-8%	0.3%	-6%

The list continues:
SMILES	EPAC2 antag	EPAC2 agonist	A549 viability	Akt phos inh	CCT modulator	Nrf2 block	TGFb SMAD3 inh	Nrf2 activator	MmCpn inh
CCOCC(=O)Nc1cc(Cl)ccc1C	6%	3%	-7%	i	-2.1	-5%	10%	-0.1%	-5%
O=C(CN1C(=O)C2CC=CCC2C1=O)Nc1ccc(-c2nnc3n2CCCCC3)cc1 (centres undefined)	-4%	-3%	-1%	i	0.9	6%	4%	-0.3%	-1%
N=c1n(CCN2CCCCC2)c2ccccc2n1CC(O)c1ccc(Cl)c(Cl)c1 (centres undefined)	-11%	7%	?	i	-1.2	13%	?	-1.9%	1%
CN(C(=O)C1=CC(c2ccc3c(c2)OCO3)=NS(=O)(=O)N1C)c1ccccc1	/	/	2%	/	/	-12%	-7%	0.7%	/
O=S1(=O)CCOC[C@H](CC2CCCCC2)N1Cc1cccc(Cl)c1	?	15%	-2%	i	-0.8	-25%	16µM*	0.3%	-4%
Cc1ccc(S(=O)(=O)CCC(=O)OCC(=O)N2CCN(S(=O)(=O)c3ccc(Cl)cc3)CC2)cc1	18%	4%	-7%	i	-1.6	7%	7%	0.5%	0%
O=C(CSc1ncccn1)NCc1ccccc1	0%	0%	-4%	i	-5.2	?	29%	-0.2%	2%
COc1cc(C(=O)Nc2cc(C)ccn2)cc(OC)c1OC	5%	-7%	15%	i	0.7	2%	12%	0.1%	2%
COc1ccc(/C=C2/SC(=O)N(CC(=O)NCCC(C)C)C2=O)cc1OC	-8%	5%	-1%	i	-2.0	-6%	-10%	0.2%	1%
COCCCn1c(C)cc(C(=O)COC(=O)CCc2nc3ccccc3c(=O)[nH]2)c1C	-1%	14%	2%	i	-2.0	0%	21%	-0.1%	-8%
O=C(c1ccco1)N1CCN(S(=O)(=O)c2ccc(Cl)s2)CC1	14%	-5%	-2%	i	-1.3	-11%	13%	-0.2%	1%
Cc1nn(-c2ccccc2)c2c1C(c1cccnc1)N1C=C(S(=O)(=O)N3CCCCC3)C=CC1=N2 (centres undefined)	-3%	6%	-7%	i	-3.0	/	12%	-0.3%	0%
Cc1cc(C)n(CCc2nc3c4ccccc4nc(N4CCN(c5ccccc5)CC4)n3n2)n1	/	/	3%	/	/	-5%	-9%	0.4%	/

Among those listed so far, these contain a furan ring, fused or not:
SMILES	EPAC2 antag	EPAC2 agonist	A549 viability	Akt phos inh	CCT modulator	Nrf2 block	TGFb SMAD3 inh	Nrf2 activator	MmCpn inh
COCCn1c(SCC(=O)N2CCOCC2)nnc1-c1ccco1	0%	9%	-1%	i	-1.6	1%	-2%	-0.5%	1%
Cc1ccc(C(=O)Nc2ccccc2N2CCCCC2)o1	?	7%	16%	i	-1.4	6%	-14%	0.7%	0%
Cc1ccc(NC(=O)C(c2ccccc2)N2CCN(C(=O)c3ccco3)CC2)cc1 (centres undefined)	4%	7%	0%	i	-2.7	13%	7%	-0.5%	3%
NC(=O)c1oc2ccc(Cl)cc2c1N	-3%	-7%	-16%	i	10	?	-5%	0.5%	0%
COCOc1ccc(-c2ncc(OC)nc2NC(=O)c2cc(C)oc2C)cc1	6%	7%	/	i	-0.8	/	0%	-0.5%[9.22 µM]	/
CCCc1nc2oc3c(NCC4CCCO4)ncnc3c2c2c1COC(C)(C)C2 (centres undefined)	3%	-6%	0%	i	1.3	5%	30%	0.0%	-1%
O=C(c1ccco1)N1CCN(S(=O)(=O)c2ccc(Cl)s2)CC1	14%	-5%	-2%	i	-1.3	-11%	13%	-0.2%	1%

Source: PubChem BioAssay (National Center for Advancing Translational Sciences (NCATS))

Some of the compounds tested (hit frequency here may not be typical).
